High-throughput results deposited in PubChem by Southern Research Specialized Biocontainment Screening Center.
H37Rv inhibition = M. tuberculosis growth inhibition, HTS (AID 449762). actives 0.59% (n = 330,000). inhibition, % at 25 µM; hits with a dose series show IC50 in µM. M. tuberculosis H37Rv growth inhibition, 7H9 media; higher % means a stronger effect; in the data active = a potency from the dose series; inconclusive = inhibition above about 70% without an active follow-up result;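 note: bacterial growth assessed after seven days of incubation; strong numbers were not always called active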
influenza NS1A = H1N1 influenza NS1A inhibitors, functional cell based assay (AID 504329) | actives 0.3% (n = 340,000) | inhibition, % at 12.5 µM; hits with a dose series show IC50 in µM | NS1A functional cell-based assay, percent inhibition; higher % means a stronger effect; in the data active = a potency from the dose series; inconclusive = inhibition above about 27% without an active follow-up result; note: strong numbers were not always called active
VEEV TC-83 Vero = inhibitors of VEEV TC-83 cytopathic effect, confirmation, Vero cells (AID 588727) | inhibition, % at 20 µM, or IC50 in µM where a hit was titrated | Vero cells, VEEV TC-83 cytopathic effect inhibition; higher % means a stronger effect | actives 0.13% (n = 350,000); in the data active = a potency from the dose series; inconclusive = inhibition mostly from about 14% at the one dose, without a potency; inactive = the rest, 99 in 100 with inhibition below about 12%; note: strong numbers were not always called active
M. tuberculosis = growth inhibition of non-replicating M. tuberculosis (AID 488890) | Mycobacterium tuberculosis non-replicating, growth inhibition; higher % means a stronger effect | inhibition, % at 25 µM; hits with a dose series show IC50 in µM | actives 0.39% (n = 320,000); in the data active = a potency from the dose series; inconclusive = inhibition mostly from about 82% at the one dose, without a potency; inactive = the rest, 99 in 100 with inhibition below about 76%;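 note: plate controls were DMSO cells for no effect and high antibiotic wells for full effect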
Salmonella PhoP GFP = PhoP regulon inhibitors, Salmonella typhi PhoP promoter GFP reporter, confirmatory (AID 1850). Salmonella Typhi PhoP-promoter GFP reporter, fluorescence, 4 h; higher % means a stronger effect. inhibition, % at 50 µM, or IC50 in µM where a hit was titrated. actives 0.33% (n = 310,000); in the data active = a potency from the dose series; inconclusive = inhibition mostly from about 25% at the one dose, without a potency; inactive = the rest, 99 in 100 with inhibition below about 19%;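 note: 0% = induced wells with vehicle and 100% = uninduced wells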
VEEV TC-83 Vero 10K pilot screen = second read-out of VEEV TC-83 Vero, no call of its own (marks repeat the call); inhibition, %; measured here: 10K pilot screen inhibition
* = called active by the depositor; i = inactive; ? = inconclusive; . = no result given.

SMILES | H37Rv inhibition | influenza NS1A | VEEV TC-83 Vero | M. tuberculosis | Salmonella PhoP GFP | others
O=c1cc(CSc2nnnn2-c2ccc(O)cc2)nc2sccn12 | 4.4% | -2.4% | 9.2% | 4.6% | 3.8%
COCCNC(=O)C1CCN(S(=O)(=O)c2ccccc2)CC1 | 2.9% | -0.1% | i | -19.2% | -13.4%
Cc1cccc(-n2c(C)nc3sccc3c2=O)c1 | 0.5% | 7.5% | 6.2% | -6.7% | 0.9%
COC(=O)c1cn(Cc2cccc(C)c2)nn1 | 0.0% | 15.3% | 0.2% | 71.1% | 6.1%
O=C(Nc1ccc(OCC(=O)N2CCOCC2)cc1)c1cncc(Br)c1 | -0.6% | -0.1% | 2.2% | -13.3% | 1.2%
CCOC(=O)C1CN(S(=O)(=O)c2ccc(OC)cc2)c2cc(Cl)ccc2O1 (configuration not stated) | 0.4% | -3.2% | i | 7.5% | -12.2%
O=S(=O)(c1ccccc1)N(CC(O)Cn1c2ccccc2c2ccccc21)c1ccccc1 (configuration not stated) | 3.6% | -6.7% | 0.5% | 14.6% | 0.8%
N#CCSc1nc2sc3c(c2c(=O)n1C1CCCCC1)CCCC3 | 0.4% | -2.3% | i | -1.1% | 1.3%
Cc1nnc(N2CCc3ccccc3C2)[nH]c1=O | 4.6% | 4.2% | i | 1.6% | -1.1%
O=C(O)c1cccc(NC(=O)C2C3C=CC(C3)C2C(=O)OCC(F)(F)C(F)F)c1 (configuration not stated) | 4.9% | -1.3% | 0.2% | 7.5% | -8.4%
O=C(c1ccco1)N1CCN(S(=O)(=O)c2cccc(C(F)(F)F)c2)CC1 | 2.1% | 9.1% | 0.6% | -11.9% | -0.5%
C[C@H](NC(=O)c1nc[nH]c1C(=O)NCCCCCNC(=O)OC(C)(C)C)C(=O)OC(C)(C)C | 2.3% | -27.2% | 8.1% | 45.6% | 2.0%
COc1ccccc1NS(=O)(=O)c1ccc(C)c(NS(=O)(=O)c2cc(C(=O)O)cc(C)c2C)c1 | -11.3% | -6.6% | 1.4% | -2.4% | -8.7%
Nc1nnn(CC(=O)N/N=C/c2ccncc2)n1 | 4.4% | . | i | -5.2% | 2.6%
Cc1ccc(NC(=O)CSc2nnc(C3CC3)n2N)cc1S(=O)(=O)N1CCOCC1 | 8.8% | 6.4% | 0.6% | 42.6% | -14.8%
COCC(C)n1c(SCC(=O)Nc2nccs2)nc2ccccc2c1=O (configuration not stated) | -0.7% | 1.8% | 0.8% | 2.5% | .
C=CCNC(=O)/C(C#N)=C/c1ccc(C)o1 | -9.3% | -6.1% | 0.8% | 8.3% | 9.6%
CCOC(=O)Cn1ccc(O)c(Cc2ccc(Cl)cc2Cl)c1=O | 0.3% | -4.0% | 1.1% | 6.0% | -2.0%
Cc1ccc(C)c(C(=O)c2c(C)nc3sccn23)c1 | 2.8% | 0.7% | 3.9% | 8.4% | 2.1%
NC(=O)c1cc2ccccc2oc1=NCc1ccccc1 | 1.6% | 0.7% | 5.7% | -16.6% | -3.6%
Cc1nc2ccccc2n2c(-c3ccccc3)c3c(=O)n(C)c(=O)n(C)c3c12 | 2.8% | 10.7% | 8.1% | 5.6% | 4.4%
O=[N+]([O-])c1cccc(-c2c[n+]3c(n2-c2ccccc2)SCC3)c1 | 3.6% | 7.4% | 5.3µM* | 0.0% | 1.0%
COc1ccc(Cl)cc1NC(=O)CSc1nncn1-c1cccnc1 | 2.7% | 16.6% | 9.0% | 4.8% | -11.0%
Cn1nnc(NC(=O)CSc2ncn[nH]2)n1 | -1.0% | 1.1% | 0.2% | -12.8% | -11.9%
COc1ccc(S(=O)Cc2ccc(C(=O)N3CCN(c4cccc(C)c4C)CC3)o2)cc1 (configuration not stated) | 1.2% | -2.5% | 4.2% | -6.5% | 7.9%

Reprinted from the part before: two entries; new compounds follow.
SMILES | H37Rv inhibition | influenza NS1A | VEEV TC-83 Vero | M. tuberculosis | Salmonella PhoP GFP | others
Cn1nnc(NC(=O)CSc2ncn[nH]2)n1 | -1.0% | 1.1% | 0.2% | -12.8% | -11.9%
COc1ccc(S(=O)Cc2ccc(C(=O)N3CCN(c4cccc(C)c4C)CC3)o2)cc1 (configuration not stated) | 1.2% | -2.5% | 4.2% | -6.5% | 7.9%
N#CCC(=O)NCCCc1ccccc1 | 0.2% | 9.8% | 1.1% | -2.5% | -7.6%
O=C1C2C3c4ccccc4C(c4ccccc43)C2C(=O)N1Cc1cccnc1 (configuration not stated) | -4.1% | -1.7% | 0.5% | -7.2% | 8.6%
COc1cc(OC)c(C(=O)OCC(=O)Nc2nnc(-c3ccccc3)o2)cc1OC | -3.8% | -4.3% | 2.2% | -7.7% | .
C[C@@]12C(=O)NCC(=O)N1[C@@H]1c3cc(Br)ccc3OC[C@@H]1[C@@H]2c1ccccc1 | -5.9% | -22.0% | 3.7% | -4.5% | .
CCn1nc(C)cc1-c1nnc(Sc2ncc([N+](=O)[O-])s2)n1C | 3.4% | -22.9% | 8.2% | ? | 6.9%
CN(C)C(=O)COC(=O)c1ccccc1OCC(=O)Nc1ccc(SC(F)F)cc1 | 6.0% | -10.2% | 10.0% | 11.5% | 6.5%
CCS(=O)(=O)N1CCN(c2ccccn2)CC1 | -18.0% | 5.1% | 0.4% | 5.8% | 0.6%
COc1ccc(N2C(=O)C3CCCN3C2c2ccccc2F)cc1 (configuration not stated) | -7.5% | 5.4% | 1.7% | -21.5% | -0.8%
COc1ccc(C2=NNC(c3ccco3)=Nc3ccc(F)cc32)cc1 | ? | 0.3% | 1.8% | 13.6% | -2.9%
COc1cc(NC(=O)CCN2CCN(Cc3ccccc3)CC2)cc(OC)c1 | -10.1% | -1.9% | i | 40.0% | -6.5%
Cc1ccc2nc(N(CCCN(C)C)C(=O)c3ccc4c(c3)CCCC4)sc2c1 | ? | 21.9% | i | i | 40.7µM*
O=C1Nc2cc(Cl)c(Cl)cc2N(O)N1c1ccccc1Cl | 0.6% | 4.9% | 1.0% | 1.6% | -1.5%
COc1ccc(-c2csc(N(C)C(=O)c3cccs3)n2)cc1 | -0.1% | 0.6% | 0.7% | -7.0% | 12.1%
CC(NC(=O)c1c(O)c2ccccc2[nH]c1=O)c1ccccc1 (configuration not stated) | 0.7% | -2.4% | 2.4% | -7.2% | -4.2%
COc1cc(C(=O)Nc2ccc3nc(N4CCOCC4)sc3c2)cc(OC)c1OC | 3.0% | -4.4% | 7.9% | 0.2% | .
Cc1nnc(SCc2cccc3ccccc23)n(N)c1=O | ? | 3.2% | 1.4% | ? | 7.5%
CN(C)c1ccc(NC(=O)c2ccncc2)c2ccccc12 | -1.4% | 0.2% | i | 18.7% | -26.2%
CCOC(=O)N1CCN(C(=O)c2cccc(S(=O)(=O)Nc3ccccc3Cl)c2)CC1 | -1.7% | -20.7% | 0.5% | -9.9% | .
Cc1cccc(Oc2ccccc2N)c1 | 4.0% | -8.4% | i | 6.6% | 4.2%
O=C(C1=C[C@H](c2ccc(C(F)(F)F)cc2)C[C@H](OCc2ccc(CO)cc2)O1)N1CCCCCCC1 | 5.2% | 2.4% | 2.3% | . | 4.0%
Cc1ccc(Sc2ncccc2C(=O)NCC(c2ccc(F)cc2)N2CCOCC2)c(C)c1 (configuration not stated) | -0.3% | 11.4% | 1.1% | -2.0% | 2.7%
Cc1ccc(S(=O)(=O)/N=C(/Nc2ccc([N+](=O)[O-])cc2)c2ccccc2)cc1 | 17.6% | -17.9% | 0.3% | 6.9% | -26.8%
COc1cccc(-c2cc(=O)c3cc(NC(=O)c4ccc(Cl)cc4)ccc3[nH]2)c1 | 14.4% | -8.8% | 0.3% | 0.6% | -4.1%
CCOC(=O)C1(Cc2ccccc2C)CCCN(S(C)(=O)=O)C1 (configuration not stated) | 0.8% | -18.3% | i | -12.0% | 13.3%
O=C(C1CCCN(S(=O)(=O)c2cnc[nH]2)C1)N1CCN(c2ccc(Cl)cc2)CC1 (configuration not stated) | 5.4% | -1.8% | 0.7% | 30.3% | -5.8%

Five entries drawn at random from those above, as already listed:
SMILES | H37Rv inhibition | influenza NS1A | VEEV TC-83 Vero | M. tuberculosis | Salmonella PhoP GFP | others
N#CCC(=O)NCCCc1ccccc1 | 0.2% | 9.8% | 1.1% | -2.5% | -7.6%
O=S(=O)(c1ccccc1)N(CC(O)Cn1c2ccccc2c2ccccc21)c1ccccc1 (configuration not stated) | 3.6% | -6.7% | 0.5% | 14.6% | 0.8%
C[C@@]12C(=O)NCC(=O)N1[C@@H]1c3cc(Br)ccc3OC[C@@H]1[C@@H]2c1ccccc1 | -5.9% | -22.0% | 3.7% | -4.5% | .
O=C(O)c1cccc(NC(=O)C2C3C=CC(C3)C2C(=O)OCC(F)(F)C(F)F)c1 (configuration not stated) | 4.9% | -1.3% | 0.2% | 7.5% | -8.4%
COc1cc(OC)c(C(=O)OCC(=O)Nc2nnc(-c3ccccc3)o2)cc1OC | -3.8% | -4.3% | 2.2% | -7.7% | .

More structures:
SMILES | H37Rv inhibition | influenza NS1A | VEEV TC-83 Vero | M. tuberculosis | Salmonella PhoP GFP | others
O=C(c1cccnc1NCc1ccccc1)N1CCOCC1 | -4.7% | -7.9% | 2.3% | . | -15.2%
CCCN1CCC(NC(=O)Nc2cccc3ccccc23)CC1 | 3.1% | 22.2% | 0.1% | 2.0% | 16.6%
O=C(N/N=C/c1ccccn1)c1ccco1 | 29.9% | 11.2% | 0.8% | 73.6% | 8.6%
CC(=O)c1cccc(NC(=O)C2C3CCC(C3)C2C(=O)O)c1 (configuration not stated) | -6.9% | -7.2% | 0.6% | 17.0% | -5.0%
COc1cccc(N2CCN(C(=O)C3C4C=CC5(CN(Cc6ccccc6Cl)C(=O)C35)O4)CC2)c1 (configuration not stated) | -2.7% | 2.0% | 1.8% | 12.4% | -1.3%
Oc1cccc2ccc(/C=C/c3cccs3)nc12 | ? | -12.0% | 9.2% | ? | -5.1%
Cc1nc(S(=O)(=O)Nc2ccccc2C(=O)NCC2CC2)cn1C | -3.0% | -1.6% | 1.8% | -12.4% | -1.1%
Cc1cc(Cl)cc(Cl)c1OCC(=O)NCc1ccco1 | . | -7.3% | 1.9% | 38.6% | -10.1%
COc1cccc(/C(O)=C2/C(=O)C(=O)N(CCCN3CCOCC3)C2c2ccncc2)c1 (configuration not stated) | -4.2% | 2.4% | 1.6% | -9.6% | -6.3% | VEEV TC-83 Vero 10K pilot screen=1.7
O=C(Nc1ccc(Cl)cc1)C1CCN(C(=O)c2ccco2)CC1 | 4.4% | 1.6% | 1.0% | 4.1% | -2.5%
Cc1nn(Cc2c(Cl)cccc2Cl)c(C)c1NC(=O)c1sc2ccccc2c1Cl | -4.6% | 0.4% | 1.1% | 0.0% | -0.2%
COc1ccccc1-c1sc2ccccc2c1C#CC1(O)CCCCC1 | 7.0% | 11.5% | 0.3% | 13.8% | .
Cc1nc2c(-c3ccc(F)cc3)c(C)nn2c(N2CCOCC2)c1C | 10.5% | -2.0% | i | 40.1% | -2.4%
Cc1cc(/C=C2/SC(=S)N(c3cccc(Cl)c3)C2=O)c(C)n1-c1cccnc1 | 59.7% | 21.8% | i | 42.3% | 1.5%
COc1ccc(N2CCN(C3CCCN(Cc4ccc(F)cc4Cl)C3)CC2)cc1 (configuration not stated) | 10.2% | -1.9% | i | ? | 6.6%
CN(C)CCCN(C(=O)COc1ccccc1)c1nc2ccc(Cl)cc2s1 | 8.7% | 1.7% | 1.8% | 13.2% | 77.8µM*
O=S1(=O)N=C(N(CCO)/N=C/C=C/c2ccccc2)c2ccccc21 | -5.0% | -3.5% | 8.9% | 36.6% | -5.5%
CN1CCN(CCCNC(=S)Nc2ccc(F)c(Cl)c2)CC1 | 14.0% | -10.4% | 0.3% | -2.2% | -1.4%
Cc1ccc(-c2cc(C(=O)O)n(-c3ccc(S(N)(=O)=O)cc3)n2)cc1 | -3.0% | -0.3% | 0.8% | -3.6% | -0.7%
O=C(Nc1cn(-c2ccccc2)nc1-c1ccccc1)c1ccccc1 | 3.4% | -0.3% | 7.9% | 0.5% | -1.9%
CCCN(Cc1cc2cc(OC)ccc2[nH]c1=O)C(=O)c1ccncc1 | 4.2% | 12.7% | 3.1% | -5.9% | -2.5%
Cc1c(C(=O)N2CCN(c3ccc(F)cc3)CC2)sc2nc3n(c(=O)c12)CCC3 | 4.9% | -5.7% | 1.5% | 11.2% | 4.1%
N#CC1=C(N)NC(SCC(=O)c2ccc(Br)cc2)=C(C#N)C12CCCCC2 | ? | -5.8% | 3.6% | 58.8% | 1.4%
CC1CN(c2cnn(C(C)C)c(=O)c2Cl)CC(C)O1 (configuration not stated) | -7.7% | -18.6% | i | 0.0% | 1.9%
Cc1nn(CC(=O)NC(=O)NC2CCCC(C)C2C)c(=O)c(C#N)c1C (configuration not stated) | 8.1% | -5.2% | 6.4% | -0.2% | -1.7%
